Source: PubChem BioAssay
ERK EGF block = EGF-driven ERK pathway inhibition; 130,000 tested, 0.41% active; HEK293-V1b, EGF-stimulated phospho-ERK AlphaScreen; Potency, µM (highest dose often 11.5 µM), inactives show top-dose activity change, negative = inhibition, usual class: inhibitors; active = well fitted inhibition curve with a large enough effect; inconclusive = small, poorly fitted or top-dose-only effect, or effect the other way;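 also: plate controls were stimulated vehicle wells for no effect and unstimulated vehicle basal for full effect; nearly all actives have a fitted effect of over 55% in size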
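After overnight plating in 1% FBS, HEK293-V1b cells received test compound for half an hour, then a 5 min pulse of EGF (25 nM); ERK phosphorylation in lysates was read by bead-based AlphaScreen.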
The depositor's hits bear a star; ? = inconclusive; & = joins results of further samples; [ ] = remark or other dose. Potency is read from the fitted curve at half-maximal effect.

SMILES	ERK EGF block
CC1(C)NC(=O)N(CCOc2ccc([N+](=O)[O-])cc2)C1=O	-15%
CC[C@H](C)[C@@H]1NC(=O)c2cc([N+](=O)[O-])cc(F)c2NCCCC[C@@H](C(N)=O)NC(=O)[C@H](CCCCN)NC1=O	-2%
CCOc1ccc(-n2cc(C(=O)c3cc(Cl)ccc3O)cc(C#N)c2=O)cc1	7%
C/C(=C\c1ccccc1)C(=O)Nc1nccs1	5%
O=C(c1ccc(Cl)nc1)N1CCN(C/C=C/c2ccccc2)CC1	5%
COc1ccc(NC(=O)CC2C(=O)N(C)C(=S)N2Cc2ccco2)cc1 (stereo unspecified)	-2%
Nc1nonc1-n1nnc(C(=O)N/N=C/c2ccccc2Cl)c1CSc1ccccc1	6%[57.5 µM]
CN(C)S(=O)(=O)c1ccc(NC(=O)c2cc(-c3cccs3)nc3ccccc23)cc1	8%
O=C(CCS(=O)(=O)c1ccccc1)Nc1ccc2c(c1)C(=O)NC2=O	7%
Nc1nc(SCC(=O)N2CCCCCC2)[nH]c(=O)c1NC(=O)c1ccco1	0%[57.5 µM]

Sorted by the number under ERK EGF block (largest number first): 5 of the compounds above
SMILES	ERK EGF block
CN(C)S(=O)(=O)c1ccc(NC(=O)c2cc(-c3cccs3)nc3ccccc23)cc1	8%
CCOc1ccc(-n2cc(C(=O)c3cc(Cl)ccc3O)cc(C#N)c2=O)cc1	7%
O=C(c1ccc(Cl)nc1)N1CCN(C/C=C/c2ccccc2)CC1	5%
COc1ccc(NC(=O)CC2C(=O)N(C)C(=S)N2Cc2ccco2)cc1 (stereo unspecified)	-2%
CC1(C)NC(=O)N(CCOc2ccc([N+](=O)[O-])cc2)C1=O	-15%

Additional records follow.
SMILES	ERK EGF block
COC(=O)c1cccc(NC(=S)Nc2cccc(Cl)c2C)c1	-12%
CN(C)S(=O)(=O)c1cc(NC(=O)COC(=O)Cc2ccc(Cl)cc2Cl)ccc1Cl	9%
O=C1CCCN1CCCNC(=S)Nc1ccc(F)c(Cl)c1	27%
Cc1c(O)ccc2c(CN(C)Cc3ccccc3)cc(=O)oc12	7%[57.5 µM]
Cc1nn(-c2ccc(F)cc2F)c(=O)c2noc(C)c12	1%[57.5 µM]
CCOC(=O)c1cnn(-c2ccccc2)c1NC(=O)CN1CCOCC1	7%[57.5 µM]
N#C/C(=C\c1ccc([N+](=O)[O-])cc1)c1ccccn1	?
CC(=O)Nc1ccc(NC(=O)CSc2nc3nc(-c4cccs4)cc(C(F)(F)F)c3c(=O)[nH]2)cc1	-7%[57.5 µM]
CCCc1c(C)nn(-c2ncccc2[N+](=O)[O-])c1C	-9%
O=C(COc1ccc(-c2ccccc2)cc1)N1CCCC1	9%
COC(=O)Nc1nnc(SCc2ccc(C)cc2)s1	-5%
CCN1CCCC1Cn1c(-c2ccccc2)nc2c(NCCOC)nc(C)nc21 (stereo unspecified)	3%
COc1ccc(-c2nc(C(F)(F)F)c(OC)o2)cc1OC	1%
O=C(O)c1nc(-c2ccccc2)n(-c2ccccc2)n1	-12%
O=C(NCCN1C(=O)C2C3C=CC(C3)C2C1=O)N1CCOCC1 (stereo unspecified)	1%
Cc1cc(-c2nn(-c3ccccc3F)cc2CN2CCCC(C(N)=O)C2)c(C)s1 (stereo unspecified)	-4%
O=C(Nc1cccc(S(=O)(=O)NC2=NCCCCC2)c1)c1cc(-c2ccco2)nc2ccccc12	-6%[57.5 µM]
Cc1ccc(OCC(=O)Nc2cccc(-c3nnc(-c4ccccc4)o3)c2)c(C)c1	2%
O=C(/C=C/c1ccc2ccccc2n1)N1CCN(S(=O)(=O)c2ccccc2F)CC1	6%[57.5 µM]
COCCCNC(=O)CCC(=O)NNc1nc2ccccc2c2nc(-c3ccccc3)nn12	-10%
COc1ccc(CC(=O)NCC(=O)N/N=C/c2ccc(C)o2)cc1	6%
COC(=O)C1(C(=O)OC)CC(CO)C(=O)[C@H]1c1ccccc1 (stereo partly specified)	4%&-13%
CC1CCN(c2c(NCc3ccc(C(=O)N(C)C4CCCCC4)cc3)c(=O)c2=O)CC1	23%[57.5 µM]
CC(=O)Nc1ccccc1OC(C)C(=O)N1CCC(C)CC1 (stereo unspecified)	-3%
N=C(N)SCCc1ccc(CCSC(=N)N)cc1	2%
Cc1ccc(-n2c(Cc3ccccc3)n[nH]c2=S)c(C)c1	3%
O=C(Nc1ncc(C(F)(F)F)cc1Cl)c1ccc(S(=O)(=O)N2CCOCC2)cc1	1%
O=c1cc2c(nn1Cc1cccc([N+](=O)[O-])c1)-c1ccccc1CC2	-8%
Cc1ccc(NC(=S)N(CCCN(C)C)Cc2cc3cc4c(cc3[nH]c2=O)OCO4)c(C)c1	-4%
O=C1C2CCCCC2C(=O)N1c1ccc(NC2CCN(Cc3ccccc3)CC2)c([N+](=O)[O-])c1 (stereo unspecified)	?

Copied from the list.
Under ERK EGF block, O=C(Nc1ncc(C(F)(F)F)cc1Cl)c1ccc(S(=O)(=O)N2CCOCC2)cc1 has 1%
Under ERK EGF block, COC(=O)C1(C(=O)OC)CC(CO)C(=O)[C@H]1c1ccccc1 (stereo partly specified) has 4%&-13%
Under ERK EGF block, CC(=O)Nc1ccccc1OC(C)C(=O)N1CCC(C)CC1 (stereo unspecified) has -3%
Under ERK EGF block, COc1ccc(CC(=O)NCC(=O)N/N=C/c2ccc(C)o2)cc1 has 6%
Under ERK EGF block, O=c1cc2c(nn1Cc1cccc([N+](=O)[O-])c1)-c1ccccc1CC2 has -8%

(further entries)
SMILES	ERK EGF block
Cc1cccc(/C(N)=N/OC(=O)c2ccccc2Cl)c1	-5%
Cc1cc(C(=O)COC(=O)c2cc(Cl)ccc2N)c(C)n1Cc1ccco1	6%
COc1ccc(-c2nnn3c2nc(NCc2ccccc2)c2ccccc23)cc1	5%
Cc1cc(Nc2ccc(F)cc2F)n2nc(C)nc2n1	9%
CC(O)c1cccc(NC(=O)Cc2cccc3ccccc23)c1 (stereo unspecified)	-7%
O=C(CN1CCCCC1)N=Nc1c(O)[nH]c2ccccc12	-7%[57.5 µM]
Cc1cccc(-n2ncc3c(NC4CCCCC4)ncnc32)c1	?
CCOC(=O)Nc1ccc(S(=O)(=O)N2CCC(C)CC2)cc1	-4%
C[C@@H]1C=C(C(=O)O)O[C@H](OCc2ccc(CO)cc2)C1	-21%[57.5 µM]
CC(=O)Nc1cccc(-n2nnc(SCC(N)=O)n2)c1	-10%[57.5 µM]
CC(C)C(=O)N=C1SC2CS(=O)(=O)CC2N1Cc1ccccc1 (stereo unspecified)	-4%
CC(C)C[C@H](NC(=O)c1nc[nH]c1C(=O)N[C@@H](CCCCNC(=O)OC(C)(C)C)C(=O)OC(C)(C)C)C(=O)OC(C)(C)C	1%[57.5 µM]
COc1ccccc1/C=C/C=N/NC(=O)c1cnccn1	-9%
CC(=O)c1ccc(NC(=O)C(C)N(C)CC(=O)Nc2ccccc2Cl)cc1 (stereo unspecified)	5%
N#Cc1ccc(NC(=O)COC(=O)CCNS(=O)(=O)c2ccccc2)cc1	0%
COC(=O)C1=C(C)N(C2CCCCC2)C(=O)/C1=C\c1cccs1	3%
Cc1cc(C)c(NC(=O)COC(=O)C2CCC(=O)N2)c(C)c1 (stereo unspecified)	-1%
Cc1ccc(Cn2cccc2/C=C2/C(=N)N3C=CSC3=NC2=O)cc1	3%
O=C(NCC1(c2ccccc2)CCOCC1)c1cccs1	-1%
O=C(O)c1c(N2CCCCC2)ccc([N+](=O)[O-])c1N1CCCCC1	-11%[57.5 µM]
Cc1cccc(Cn2nnc3c2C(=O)c2ccccc2C3=O)c1	?
O=C(Nc1ccccn1)c1ccc(Cl)c([N+](=O)[O-])c1	-5%
COc1cccc(-n2nnc3c(=O)n(Cc4ccccc4Cl)cnc32)c1	13%
Cc1ccsc1/C=N/N1CCOCC1	2%
COc1ccc(NC(=O)c2ccccc2Sc2ccc(NC(C)=O)nc2)cc1	7%
COc1ccc(CNC(=O)CSCc2cccc(Cl)c2)cc1	5%
N[C@H](CO)C(=O)O	13%
Cc1cccc(NC(=S)N(CCCN(C)C)Cc2cc3cc4c(cc3[nH]c2=O)OCO4)c1	-2%
Cc1ccc(-c2nc(SCC(=O)NCC3CCCO3)c(-c3ccccc3)[nH]2)cc1 (stereo unspecified)	-2%
CSc1cccc(NC(=S)N2CCC(N(C)C3CCCCC3)CC2)c1	-2%
Cc1ccc(NC(=S)N(CCCN2CCOCC2)Cc2ccco2)cc1	-7%
C[C@@H]1NC(=O)c2cc([N+](=O)[O-])cc(F)c2NCCC[C@@H](C(N)=O)NC(=O)[C@H](CC(N)=O)NC1=O	4%
CCC(C)(C)C1CCC(=NNS(=O)(=O)c2ccc(C)c([N+](=O)[O-])c2)CC1 (stereo unspecified)	-4%
COc1ccc(CC(=O)OCn2nnc3ccccc3c2=O)cc1OC	6%[57.5 µM]
CNNC(=S)NC1CC2CC1C1C=CCC21 (stereo unspecified)	-4%[57.5 µM]
CCC(C)NC(=O)Cn1c(=O)n(CCCCCC(=O)Nc2ccccc2)c(=O)c2sccc21 (stereo unspecified)	7%
N#C/C(=C\c1ccncc1)C(N)=O	-2%
Cc1ccc(/C=C(\NC(=O)c2ccccc2)C(=O)NC(Cc2ccccc2)C(=O)O)cc1 (stereo unspecified)	2%
CC(=O)Nc1ccc(NC(=O)C(C)OC(=O)c2ccc(C)s2)cc1 (stereo unspecified)	1%
CCN1CCCC1CNCC(=O)Nc1ccc(OC(F)(F)F)cc1 (stereo unspecified)	-10%[57.5 µM]
Cc1cccc(S(=O)(=O)c2c(N)n(-c3ccccc3)c3nc4ccccc4nc23)c1	11%
Cc1nn(-c2ccccc2)c(Cl)c1C(=O)NCCN(C)C	4%[57.5 µM]
Cc1c(Cl)c(C(F)(F)F)nn1CC(=O)NCc1ccco1	1%
COc1ccc(O)c(/C=N/NC(=S)Nc2cccc(S(=O)(=O)N(C)C)c2)c1	?
O=C(c1ccc(COc2ccccc2Cl)o1)N1CCN(Cc2ccc3c(c2)OCO3)CC1	-2%
CCN(C(=O)CN1C=NS(=O)(=O)c2ccccc21)c1ccccc1	-5%
COc1ccc(S(=O)(=O)N2CCCCC2)cc1NCC(=O)Nc1ccc(C)cc1	-18%[57.5 µM]
CS(=O)(=O)c1ccc2nc(NC(=O)CN3C(=O)C4CC=CCC4C3=O)sc2c1 (stereo unspecified)	-4%
O=c1cccc2n1Cc1cc3ccccc3nc1-2	-7%
O=C(Cc1cccc(C(F)(F)F)c1)NCC(c1ccco1)N1CCCCC1 (stereo unspecified)	3%

Next entries follow:
SMILES	ERK EGF block
CN(C)c1c(F)cc(-c2nn[nH]n2)cc1F	-6%[57.5 µM]
CC1CCc2sc(NC(=O)C3CC(Cl)=CCC3C(=O)O)c(C#N)c2C1 (stereo unspecified)	-5%
CCO[C@H]1OC(C(=O)NCc2ccccc2)=C[C@@H](c2ccc3c(c2)OCO3)[C@@H]1CCCO	-13%[57.5 µM]
CC(=O)Nc1ccc(NC(=O)CCn2nnc3ccccc32)cc1	-7%
Cc1cc(C)n(CC(O)COc2ccc3ccccc3c2)n1 (stereo unspecified)	-2%
O=[N+]([O-])/C(C(=C(Cl)Cl)N1CCOCC1)=C1\NCCO1	2%
N#CC1=C(N)Oc2cc(N)ccc2C1c1cccnc1 (stereo unspecified)	6%
O=C1CC(N2C(=O)/C(=C/C=C/c3ccccc3)SC2=S)C(=O)N1c1ccccc1 (stereo unspecified)	4%
CC/C=C\C/C=C\C/C=C\C/C=C\C/C=C\C/C=C\CCC(N)=O	-14%
O=C(c1ccc(-c2cc(Cl)ccc2Cl)o1)N1CCOCC1	1%
COc1ccc(NC(=O)CN2C(=O)C(c3ccccc3)=NC23CCCCCC3)cc1	3%
COc1ccc(NCC(=O)N/N=C/c2c(C)nn(Cc3ccccc3)c2Cl)cc1	4%
COC(=O)c1ccc(CSc2nc3c(c(=O)n2-c2ccccc2)SCC3)o1	11%
CC(c1ccccc1)N(NC(=O)C(O)(c1ccccc1)c1ccccc1)C(=O)c1ccccc1 (stereo unspecified)	1%
OCCCNc1ncnc2c1[nH]c1ccccc12	-6%[57.5 µM]
Cc1ccc(S(=O)(=O)N(C)C)cc1NC(=O)c1cccs1	3%[57.5 µM]
CCCn1c(C)nc2c(NCCN3CCCC3)nc(C)nc21	0%
CN(C)c1cccc(C(=O)Nc2cc(C(F)(F)F)ccc2-n2cnc3ccccc32)c1	1%
Cc1nn(CC(=O)OCC(=O)Nc2ccccc2[N+](=O)[O-])c(C)c1[N+](=O)[O-]	-4%
Cc1cc(NC(=O)CCC(=O)N(CC(=O)NCC2CCCO2)c2ccc3c(c2)OCCO3)no1 (stereo unspecified)	-11%

5 entries from above, arranged by molecular weight, rising.
SMILES	ERK EGF block
OCCCNc1ncnc2c1[nH]c1ccccc12	-6%[57.5 µM]
COC(=O)c1ccc(CSc2nc3c(c(=O)n2-c2ccccc2)SCC3)o1	11%
COc1ccc(NCC(=O)N/N=C/c2c(C)nn(Cc3ccccc3)c2Cl)cc1	4%
CN(C)c1cccc(C(=O)Nc2cc(C(F)(F)F)ccc2-n2cnc3ccccc32)c1	1%
Cc1cc(NC(=O)CCC(=O)N(CC(=O)NCC2CCCO2)c2ccc3c(c2)OCCO3)no1 (stereo unspecified)	-11%

More structures.
SMILES	ERK EGF block
COc1cc2c(cc1NC(=O)C(C)Sc1ccc(NC(C)=O)cc1)oc1ccccc12 (stereo unspecified)	1%
COc1ccccc1-n1cnc2c(c1=O)c1nc3ccccc3nc1n2CCc1ccccc1	-3%
Cc1cc(S(=O)(=O)n2cnc3cc([N+](=O)[O-])ccc32)ccc1Cl	-4%
CCOC(=O)n1c(=O)n(C)c2ccc(Cl)cc21	-1%
N=C1C(c2nc(-c3cccc([N+](=O)[O-])c3)cs2)=C(O)CN1NC(=O)c1ccco1	12%
CCOC(=O)c1c(NC(=O)CN2CCCCC2)sc(C)c1C	3%
CC(C)c1cc(CNC(=O)CCc2nnc(CCCCc3ccccc3)o2)on1	3%[57.5 µM]

Not all compounds are listed; rates above refer to the full screens.
